S3 lipid droplet: qHTS Assay for Lipid Storage Modulators in Drosophila S3 Cells. Drosophila S3 cells, BODIPY lipid droplet fluorescence, 18-24 h; cells fed with added oleic acid. lipid storage change, negative = inhibition, % at the top dose, mostly 46.1 µM; hits show Potency in µM. 0.64% of 320,000 active; active = well fitted inhibition curve with a large enough effect in the signal ratio, with a control signal flat, not every such curve was filed as active; inconclusive = small, poorly fitted or top-dose-only effect, or effect the other way, or a change in a side signal; the % refers to the signal ratio
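Drosophila S3 cells got compounds at several concentrations plus oleic acid (400 uM solution). Laser-scanning cytometry with 488 nm excitation read lipid droplets at 500-530 nm and cells at 575-640 nm. Percent activity was relative to 20 uM Triacsin C.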
S3 lipid droplet cell count max: second read-out of S3 lipid droplet, no call of its own (marks repeat the call); cell number change, %; measured here: cell count max response;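 cells counted by Cell Tracker Red CMTPX staining in the red channel; peak over a dose series mostly up to 46.1 µM; percent activity relative to internal control wells on each plate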
An asterisk follows results filed as active; i = inactive; u = inconclusive; x = no result given. % is set by controls: 0 for no effect and ±100 for the full control effect; potency is the fitted concentration of half-maximal effect. Not all compounds are listed, so the mix of outcomes need not match the whole.

SMILES	S3 lipid droplet	S3 lipid droplet cell count max
COc1cccc(NC(=O)C2C3CC4OC(=O)C2C4C3)c1 (stereo not given)	0.0%	8.7
O=C(O[C@@H](C(=O)O)[C@@H](OC(=O)c1ccccc1)C(=O)O)c1ccccc1	u	x
CC(C)CCOCC(=O)Nc1cccc(C(=O)O)c1	0.7%	x
Cc1ccc(CS(=O)(=O)Cc2ccc(C(=O)NCc3ccco3)o2)cc1	-15.3%	7.6
CS(=O)(=O)c1sc(C(=O)NC(=S)Nc2ccc(OC(F)(F)F)cc2)c2c1C=CCC2	2.7%	5.7
COc1cccc(-c2nnc(SCC(=O)N(C(C)C)C(C)C)o2)c1	u	x
O=C(CSc1ncn[nH]1)NCc1ccc2c(c1)OCO2	u	x
CCn1nnc2sc3c(c2c1=O)CCC(C)C3 (stereo not given)	-8.7%	-0.6
CCOC(=O)N/N=C/c1ccc(OCCSc2ccc(Cl)cc2)c(OCC)c1	u	x
Cc1ccc(S(=O)(=O)NC2=NCN(C)CN2)cc1[N+](=O)[O-]	u	x
Cc1cccc(OCC(=O)Nc2ccc3oc(=O)ccc3c2)c1	u	x
COc1ccc(NC(=O)COc2ccc(S(=O)(=O)N3CCOCC3)cc2C)cc1OC	u	x
Cc1cc2[nH]c(=S)[nH]c2cc1C	17.3%	2.8
COc1ccccc1Nc1n[nH]c(=S)s1	u	x
COc1ccccc1NC(=O)c1cc(C)nc2ccccc12	u	x
CCn1c(CNS(=O)(=O)c2ccc(Cl)cc2)n[nH]c1=S	u	x
CCCCN(Cc1nc2ccccc2c(=O)[nH]1)C(=O)CN1C(=O)NC2(CCCCC2)C1=O	u	x
COc1ccc(C(CC(=O)N2CCCC2)c2ccc(F)cc2)cc1 (stereo not given)	-4.2%	-0.9
COc1ccc(NC(=O)COC(C)=O)cc1Cl	21.7%	-19.3
COc1ccc(CNC(=S)NCc2ccc(Cl)cc2)cc1OC	u	x
Cc1ccc(C(=O)/C=C/c2ccc(F)cc2)o1	u	x
COc1cc(C2NC(=S)NC(O)(C(F)(F)F)C2C(=O)c2cccs2)cc(OC)c1O (stereo not given)	u	x
CC(=O)Nc1ccc(S(=O)(=O)N(C)c2nc3ccccc3nc2Cl)cc1	i	-7.9
O=C(Oc1cccc(N2C(=O)CCC2=O)c1)C1CC(=O)N(c2ccc(Br)cc2)C1 (stereo not given)	i	x
Fc1ccc(/C=N/NC(=S)Nc2ccc(Cl)cc2Cl)cc1	-10.5%	-0.6
Cc1ccc(SCCN)cc1C	u	x
O=c1nc2n(c3ccc([N+](=O)[O-])cc13)CCCCC2	u	x
CCCCC(=O)NCc1ccc(F)cc1	u	x
COc1cc(OC)c(NC(=O)C2CCCO2)cc1Cl (stereo not given)	i	18.2
O=C(CNC(=O)c1ccco1)OC(C(=O)c1ccccc1)c1ccccc1 (stereo not given)	12.3%	-8.4
COc1ccc(-c2cc(=Nc3ccc(C)cc3)c3ccccc3o2)cc1	u	x
CC(c1ccccc1)n1c(N2CCNCC2)nc2c1c(=O)[nH]c(=O)n2C (stereo not given)	22.5%	17.9
Cc1ccc(S(=O)(=O)N(NC2=NS(=O)(=O)c3ccccc32)C(=O)c2ccccc2)cc1	u	x
O=S1(=O)N=C(N2CCc3ccccc3C2)c2ccccc21	7.2%	-19.2
Cc1ccc(-n2nc3c(N4CCC(C(=O)N5CCN(C)CC5)CC4)nnc(C)c3c2C)cc1	u	x
Nc1c(C(=O)N/N=C/c2cccnc2)cnn1-c1ccccc1	u	x
NC(=O)COC(=O)CSc1ccc2ccccc2c1	u	x
CCC(=O)c1ccc(OCC(O)CN2CCCCC2)cc1 (stereo not given)	4.7%	12.5
O=C(Cc1ccc(F)cc1)NCCS(=O)(=O)N1CCN(c2cccc(Cl)c2)CC1	i	x
CN(CCCNC(=O)CSc1cc(=O)n(C)c2cc(Cl)ccc12)Cc1ccccc1	9.1%	11.1
O=C(CSc1ccc(F)cc1)Nc1ccccc1Br	u	x
O=C(CN1CCN(C(=O)c2ccco2)CC1)Nc1ccccc1	i	9.6
COc1cccc(NC(=O)C2CC(=O)N=C(N)S2)c1 (stereo not given)	u	x
COc1ccc(N2CC(C(=O)N3CCC(c4nc5ccccc5[nH]4)CC3)CC2=O)cc1 (stereo not given)	-10.9%	-8.2
Cc1ccc(-n2cc(CNCCN3CCOC3=O)c(-c3cccc(C)c3)n2)cc1	-16.4%	-4.0
O=C(CSc1nc(C2CC2)nc2ccccc12)N1CCCCC1	u	x
CCC(CC)N1CCN(C(=O)c2cc(OC)c(OC)c(OC)c2)CC1	i	17.2
O=C(CCS(=O)(=O)Cc1ccccc1)NCc1ccco1	u	x
Cc1cc(C(=O)CN2C(=O)c3ccccc3S2(=O)=O)c(C)n1-c1ccccc1	u	x
CCOC(=O)c1ccc(NS(=O)(=O)CC)cc1	i	-13.4
O=C(CCn1nnc(-c2cccs2)n1)NC1CCCCC1	i	20.7
COc1ccc(S(=O)(=O)NC(C)C(=O)Nc2ccc3c(c2)OCO3)cc1OC (stereo not given)	22.0%	6.0
CCOC(=O)c1sc(NC(=O)Cc2ccc(C)cc2)nc1C	-19.1%	8.3
COC(c1ccccc1)c1nnc(CCC(=O)NCCC(C)C)o1 (stereo not given)	u	x
Cn1c(=O)c(/C=C/c2ccccc2)nc2ccccc21	0.5%	-8.4
Oc1c(C(c2ccccc2)N2CCc3ccccc3C2)sc2ncnn12 (stereo not given)	-4.7%	-13.0
COC(=O)c1cc(NC(=O)Cc2cccs2)cc(C(=O)OC)c1	u	x
COC(=O)NC1(C(F)(F)F)NC(=O)N(C2CCCCC2)C1=O (stereo not given)	u	x
COc1ccccc1N1CCN(CC(=O)NC(=O)NCc2ccco2)CC1	4.0%	10.8
CCn1c(=O)c(=O)n(CC)c2cc(S(=O)(=O)Nc3cc(C)ccc3C)ccc21	i	x

Going on with the list.
SMILES	S3 lipid droplet	S3 lipid droplet cell count max
CCCCn1cc([N+](=O)[O-])nc1C	-0.5%	11.5
CSc1ccccc1OCc1cc(C(=O)N(C)Cc2nonc2C)no1	i	x
O=C(Nc1nnc(-c2ccncc2)s1)Nc1ccccc1F	-1.9%	22.0
Cc1ccc(NC(=O)Nc2c(Cl)cccc2Cl)cn1	1.0%	-2.2
CCN1CCN(c2ccc(S(=O)(=O)N3CCCCC3)cc2NC(=O)/C=C/c2cc(OC)ccc2OC)CC1	u	x
COc1ccc(Cn2c(=O)sc3ccccc3c2=O)cc1	3.9%	12.1
CCC(CO)NCCNC(CC)CO (stereo not given)	-8.4%	3.2
CCCOC(=O)Nc1cc(OC)c(Cl)cc1OC	u	x
CCc1ccc(NC(=O)c2cc(C)nn2-c2ccccc2)cc1	9.8%	2.4
Cc1ccc(C2/C(=C(/O)c3ccc4c(c3)CC(C)O4)C(=O)C(=O)N2CCCn2ccnc2)cc1 (stereo not given)	u	x
COc1cccc(N(C(=O)CNC(=O)c2ccco2)C(C(=O)NC2CCCC2)c2cccnc2)c1 (stereo not given)	u	x
CC(C)Cn1c(N)c(C(=O)COC(=O)c2c(F)cccc2F)c(=O)n(C)c1=O	u	x
CCC/C(=N\NC(=O)C1CC1)c1ccc(Br)cc1	10.1%	0.8
CC/C(CC(=O)C(F)(F)F)=N\NC(=O)/C(C#N)=C/N(C)C	2.4%	-0.7
O=C(COC(=O)C1=COCCO1)Nc1ncc(C(F)(F)F)cc1Cl	u	x
C/C(=N\NC(=O)c1nn(C)c(C)c1Br)c1cccc(NC(=O)c2ccc(F)cc2)c1	u	x
O=C1NC(=O)C2(CCCc3ccccc32)N1 (stereo not given)	u	x
O=C(CCC(=O)N1CCOc2ccccc21)N1CCCCC1	-14.1%	17.0
COc1ccc(OC)c(S(=O)(=O)NCCc2cn3ccsc3n2)c1	8.1%	0.4
Cc1ccc(S(=O)(=O)N2CCCOC2)cc1	20.6µM*	-23.3*
C(=N\n1cnnc1)/c1cccc(Oc2ccccc2)c1	i	10.1
FC(F)(F)c1cnc2c(c1)Nc1ccccc1S2	14.0%	13.4
CCc1cc2cc(C)cc(C)c2nc1SCC(=O)N1CCN(C(=O)c2ccco2)CC1	u	x
CC1CC(C)CN(C(=O)CN2C(=O)NC(C)(C)C2=O)C1 (stereo not given)	u	x
Cc1ccc(CN2CCCN(Cc3ccc(F)cc3Cl)S2(=O)=O)cc1	i	x
O=C(CN1CCN(Cc2ccccc2Cl)CC1)N/N=C/C=C/c1ccco1	1.1%	3.1
COc1cccc(/C=C/C(=O)c2ccc(C)c([N+](=O)[O-])c2)c1	u	x
COc1ccc(NC(=O)CSCC(=O)N2CCN(c3cccc(C(F)(F)F)c3)CC2)cc1	u	x
C=CCn1c(=O)c(C(=O)NCc2ccc(Cl)cc2)c(O)c2ccccc21	u	x
COc1cc(C(=O)Nc2ccc(NC(=O)C(C)C)nc2)cc(OC)c1OC	i	21.2
O=C1OC(CO)CN1Cc1ccccc1 (stereo not given)	-0.6%	16.8
CCOC(=O)c1ccc(N/C=C/C(=O)c2ccccc2)cc1	-17.4%	-1.4
CCOC(=O)N1CCC(NC(=O)CCN2C(=O)C3C4C=CC(C4)C3C2=O)CC1 (stereo not given)	u	x
Cc1ccc(C(C)NC(=O)C2CCCC2)c(C)c1 (stereo not given)	i	5.1
CCOC(=O)c1ccc(Nc2ncnc3nc[nH]c23)cc1	u	x
Cc1ccc(C(=O)N/N=C\c2cc(Br)c(Br)o2)cn1	7.4%	8.4
Cc1ccn2c(C(=O)NN=C3CCN(C)CC3)c(C)nc2c1	-3.8%	8.6
Cc1ccc(NC(=O)Nn2cnnc2)c(C)c1	i	2.0
CCOC(=O)c1cc(C)n(-c2ccccc2)c1C	3.5%	x
Cc1ccc(CNS(=O)(=O)NCc2cccs2)cc1	22.6%	5.2

Some of these compounds in order of length of the SMILES, rising.
SMILES	S3 lipid droplet	S3 lipid droplet cell count max
Cc1ccc(CNS(=O)(=O)NCc2cccs2)cc1	22.6%	5.2
Cc1ccc(CN2CCCN(Cc3ccc(F)cc3Cl)S2(=O)=O)cc1	i	x
COc1cccc(/C=C/C(=O)c2ccc(C)c([N+](=O)[O-])c2)c1	u	x
CCOC(=O)N1CCC(NC(=O)CCN2C(=O)C3C4C=CC(C4)C3C2=O)CC1 (stereo not given)	u	x

Going on with the list.
SMILES	S3 lipid droplet	S3 lipid droplet cell count max
Cc1ccc(NC(=O)COc2ccc(CCO)cc2-n2nc3ccccc3n2)cc1C	u	x
O=C(Nc1cc(C(F)(F)F)ccc1Cl)c1cccnc1	i	10.9
Cc1ccc(C)n1-c1ccc(C(=O)N2CCOCC2)cc1	-23.2%	x
CCCCN(C(=O)c1cccc(S(=O)(=O)N2CCN(Cc3ccccc3)CC2)c1)c1ccccc1	u	x
CC(C)(C)NC(=O)NC(=O)COC(=O)CNC(=O)c1cc(Cl)cc([N+](=O)[O-])c1	u	x
O=C(N/N=C/c1cc2c(cc1[N+](=O)[O-])OCO2)c1cccnc1	u	x
COc1ccc2c(c1)cc(C(=O)N/N=C/c1c(O)c(C(=O)O)cc3ccccc13)n2C	17.9%	x
CCOC(=O)CNC(=O)CSc1nnc(-c2c[nH]c3ccccc23)n1CC	i	-10.7
CN(Cc1cnccn1)C(=O)CC1C(=O)NCCN1Cc1cccc(F)c1 (stereo not given)	u	x
CCOc1nc(-c2ccccc2Cl)ccc1C#N	u	x
CCCCNC(=O)c1cc(C)no1	-3.0%	16.9
CCOC(=O)C1CCCN(C2CCN(Cc3nc(-c4ccccc4)no3)CC2)C1 (stereo not given)	7.6%	9.3
COc1cccc(/C=C/C(=O)NNC(=O)CCN2CCN(Cc3ccccc3)CC2)c1	u	x
Fc1ccc(NC(=S)Nc2ccc3nccnc3c2)cc1	u	x
NC(=O)c1nnn(-c2ccc([N+](=O)[O-])cc2)c1-c1ccccc1	6.0%	18.8
CC(C)c1ccc(CNC(=O)C(=O)Nc2nccs2)cc1	7.6%	8.5
O=C(CSc1nc2c(c(=O)n1-c1ccc(Br)cc1)SCC2)Nc1nccs1	-16.0%	2.0
O=[N+]([O-])c1ccc2nc(NCCCO)nc(-c3ccccc3)c2c1	u	x
CC(C)(O)C(=O)NNC(=S)Nc1cccc(C(F)(F)F)c1	-24.4%	-30.6
CCn1ncc(CNC(=O)C2(C)CC2(Br)Br)c1C (stereo not given)	u	x

Brought forward from above: seven compounds, followed by the next part.
SMILES	S3 lipid droplet	S3 lipid droplet cell count max
Fc1ccc(NC(=S)Nc2ccc3nccnc3c2)cc1	u	x
NC(=O)c1nnn(-c2ccc([N+](=O)[O-])cc2)c1-c1ccccc1	6.0%	18.8
CC(C)c1ccc(CNC(=O)C(=O)Nc2nccs2)cc1	7.6%	8.5
O=C(CSc1nc2c(c(=O)n1-c1ccc(Br)cc1)SCC2)Nc1nccs1	-16.0%	2.0
O=[N+]([O-])c1ccc2nc(NCCCO)nc(-c3ccccc3)c2c1	u	x
CC(C)(O)C(=O)NNC(=S)Nc1cccc(C(F)(F)F)c1	-24.4%	-30.6
CCn1ncc(CNC(=O)C2(C)CC2(Br)Br)c1C (stereo not given)	u	x
CCOC(=O)N1CCN(C(=O)CNC(=O)Cn2cnc3ccccc3c2=O)CC1	2.9%	15.9
COCCSc1nnc(NC(=O)CSCc2ccccc2)s1	u	x
CCc1ccccc1NS(=O)(=O)c1cc(C)ccc1OC	u	x
O=C(O)CN=C1NC2(CCCCC2)Cc2ccccc21	-1.4%	-6.1
CC(C)OP(=O)(OC(C)C)C(Nc1ccc([N+](=O)[O-])cc1)c1cccc([N+](=O)[O-])c1 (stereo not given)	u	x
CC(C)CCn1c(SCC(=O)OCn2nnc3ccccc3c2=O)nc2ccccc2c1=O	u	x
O=C(c1ccco1)N1CCN(C(=O)c2cc(-c3ccccn3)nc3ccc(Cl)cc23)CC1	u	x
Cc1nnc(-c2ccccc2)nc1N(C)C	u	x

Bioassay records from PubChem.
